# Screens: PubChem BioAssay, several laboratories
# TNF necrop inh: TNF-alpha cell death inhibition in Jurkat FADD-/- cells; Jurkat FADD-/- TNF necroptosis rescue, ATP luminescence, 24 h; 0 = TNF only, 100 = no-TNF cells; activation (protection from cell death), % at 10 µM; 220,000 tested, 0.068% active; AID 463075;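 active means activation, meaning protection from cell death, of at least 50% relative to plate controls; inactive means activation below 50%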;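 further: necroptosis triggered by 40 ng/mL TNF-alpha added together with compound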
# Cl transport mod: modulators of human KCC2 chloride dependent transport; Q9H2X9; KCC2 cells, thallium flux FluoZin-2 fluorescence; B-score of Tl+ flux slope (higher = more flux/activation; lower = inhibition) at 10 µM; 190,000 tested, 2.2% active; AID 1456;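 active means thallium flux slope and its plate-corrected score both differing from the plate sample mean at a set confidence after two filtering rounds, in either direction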;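 further: slope of fluorescence scaled to starting intensity during 10 to 20 s after thallium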
# Calpain2 inh: blocks pig calpain II enzyme activity; purified calpain II, fluorogenic peptide substrate, 30 min; 220,000 tested, 0.37% active; inhibition, % at 16 µM;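 active means inhibition above about 50%, limit read from the data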
# Rad51 HR inh: blocks human Rad51 in homologous recombination | hRad51 DNA strand exchange, fluorescence dequenching | 200,000 tested, 0.085% active | inhibition, % at 10 µM | AID 1385;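 active means inhibition above 40% at the single screening dose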;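 further: 0% = DMSO control wells and 100% = blanks with heterologous ssDNA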
# Target sequence (Q06609 whole entry, looked up): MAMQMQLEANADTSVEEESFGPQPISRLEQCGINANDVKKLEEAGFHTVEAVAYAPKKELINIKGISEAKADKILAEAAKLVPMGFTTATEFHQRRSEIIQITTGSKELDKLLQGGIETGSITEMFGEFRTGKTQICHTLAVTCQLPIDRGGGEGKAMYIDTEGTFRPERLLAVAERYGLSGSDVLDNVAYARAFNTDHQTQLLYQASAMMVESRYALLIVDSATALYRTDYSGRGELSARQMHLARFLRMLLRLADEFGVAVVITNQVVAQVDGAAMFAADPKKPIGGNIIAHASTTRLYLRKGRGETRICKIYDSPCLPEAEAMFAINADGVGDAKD
#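 System: human Rad51 nucleoprotein filaments preassembled on unlabelled ssDNA. Reagent: labelled 47-mer dsDNA for strand exchange. Schedule: 30-min compound preincubation and 15-min exchange, both room temperature. Measured by: FRET fluorescence dequenching, excitation 485 nm, emission 520 nm. Read-out: Fluorescence-based percent inhibition, control- and blank-normalised. Benchmarks: plate controls and plate blanks.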
# Mdm2 ligase inh: inhibitors of human Mdm2 E3 ubiquitin ligase; Q00987; cell-based MDM2 ubiquitination luciferase reporter, 2 h; 0 = plate control, 100 = twice control, blank-subtracted; signal enhancement, % at 5 µM; 210,000 tested, 0.11% active; AID 1230;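 active means signal enhancement of 30% or more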;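 further: luminescence tracks abundance of the self-degrading MDM2-luciferase fusion protein; higher signal means inhibition of MDM2 E3 ligase activity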
# Target sequence (Q00987 whole entry, looked up, the tested form may be a part): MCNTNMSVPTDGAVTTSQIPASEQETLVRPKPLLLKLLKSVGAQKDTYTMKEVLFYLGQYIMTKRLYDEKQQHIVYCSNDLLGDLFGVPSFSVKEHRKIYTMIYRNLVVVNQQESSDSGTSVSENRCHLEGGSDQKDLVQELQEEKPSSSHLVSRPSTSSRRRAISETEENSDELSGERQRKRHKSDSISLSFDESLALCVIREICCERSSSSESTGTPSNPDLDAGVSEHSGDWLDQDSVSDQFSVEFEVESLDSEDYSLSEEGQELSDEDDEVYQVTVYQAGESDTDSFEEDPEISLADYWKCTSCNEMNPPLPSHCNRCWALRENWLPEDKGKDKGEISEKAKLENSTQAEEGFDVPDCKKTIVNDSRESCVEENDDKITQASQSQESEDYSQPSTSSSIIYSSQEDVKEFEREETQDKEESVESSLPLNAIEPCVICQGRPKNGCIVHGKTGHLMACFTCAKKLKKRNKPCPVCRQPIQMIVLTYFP
#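 Buffer or medium: Cells held in DMEM | Assay system: Stable mammalian line carrying autodegrading MDM2–luciferase fusion reporter | Quantity: 2000 cells/well | Times: 4 h settle plus 2 h compound, 37 °C | Doses: One concentration, 5 µM, with 0.2% DMSO | Technique: Luminescence with SteadyLite reagent, 15 min at room temperature | Benchmarks: Plate controls and plate blanks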
# eIF4E 4G PPI: blocks eIF4E binding to eIF4G. P63073+Q04637. TR-FRET eIF4E-eIF4GI(517-606) binding, 2 h. inhibition, % at 21.7 µM. 220,000 tested, 0.37% active. AID 782;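 active means inhibition above about 30%, limit read from the data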;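 further: 0% = full FRET control wells and 100% = background wells lacking eIF4GI fragment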
# L929 necroptosis: blocks zVAD induced death of L929 cells. viability rescue, % at 10 µM. 220,000 tested, 0.38% active. L929 zVAD necroptosis rescue, ATP luminescence, 24 h; with zVAD 60 µM;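 active means activation, scaled between plate controls, above about 75%, limit read from the data; inactive means activation under that limit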;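 further: 0% = zVAD with DMSO and 100% = DMSO alone without zVAD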
# EBV gp42 inh: EBV gp42 inhibition. Q1HVG2. Fluorescence polarization binding assay, mP read-out. inhibition, % (tested at 21.74 µM). 220,000 tested, 0.42% active. AID 1085; in the data active means inhibition above about 50%
# Target sequence (Q1HVG2 whole entry, looked up): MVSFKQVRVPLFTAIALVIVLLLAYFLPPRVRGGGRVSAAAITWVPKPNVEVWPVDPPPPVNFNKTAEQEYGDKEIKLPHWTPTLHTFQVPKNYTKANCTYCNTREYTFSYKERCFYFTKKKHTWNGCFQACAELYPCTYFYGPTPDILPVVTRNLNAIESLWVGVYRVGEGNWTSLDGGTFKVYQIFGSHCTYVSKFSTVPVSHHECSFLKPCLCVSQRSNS
# PERK inhibitor: inhibitors of human PERK kinase | Q9NZJ5 | inhibition, % at 5.6 µM | 220,000 tested, 0.17% active | CHO PERK-DD fusion, SEAP luminescence translation reporter;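 active means inhibition above the mean inhibition of all tested compounds plus 3 SD, set separately per screening campaign, cut at about 2.9% in these data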;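 further: PERK kinase domain activated by AP20187 dimerizer at 100 nM; 0% = DMSO with dimerizer and 100% = rapamycin at 8.4 µM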
# Numbers without * were called inactive; i = inactive; nt = no result given; [ ] = remark or other dose. The list is partial; count on the stated rates, not on these rows.
SMILES,TNF necrop inh,Cl transport mod,Calpain2 inh,Rad51 HR inh,Mdm2 ligase inh,eIF4E 4G PPI,L929 necroptosis,EBV gp42 inh,PERK inhibitor
CCN(CC)c1ccc(N=Cc2c(O)n(-c3ccccc3)c(=O)[nH]c2=O)cc1,-4.9,-0.92,-13,-68,-1,6,0.1,-45,-1.7
CN1CCN(CCOC2c3ccccc3CSc3ccc(Cl)cc32)CC1 (configuration not stated),2.2,-0.08,-2,0,-4,-1[fluorescence artefact?],1.3,-10,-1.3
COc1ccc(CN2C(=O)NC(=O)/C(=C\c3cccc(OC)c3OC)C2=O)cc1,0.7,-0.12,19,-8,2,-3,-0.8,6,-0.1
COc1ccc(NC(=O)CN2C3CCC2CC(O)(c2cccnc2)C3)cc1OC (configuration not stated),1.8,nt,-9,1,-4,-11,1.9,-6,1.2
CN[C@H](C)[C@H](O)c1ccccc1,nt,0,22,-5,nt,3,nt,-10,2.2
CN1C(=O)CN=C(c2ccc(Cl)cc2)c2cc(Cl)ccc21,1.0,-0.32,12,-4,nt,3,0.6,-12,-0.5
CCN(CC)CCCN=Cc1c(O)n(CCc2ccc(OC)c(OC)c2)c(=O)[nH]c1=O,-0.1,-6.2*,-18,2,-11,3,-0.3,-7,0.7
O=S1(=O)CC2(N3CCOCC3)CCCCCCC21 (configuration not stated),-0.7,-0.47,-18,2,-11,2[fluorescence artefact?],-0.2,-12,-0.2
CCOC(=O)c1cc(CC)sc1/N=C/C1C(=O)NC(=S)NC1=O,-1.8,-0.18,-4,-82,-4,-3,0.4,-126,1.0
N=C1c2ccccc2CN1CC(=O)c1ccccc1,1.9,-0.0019,19,-1,-18,-2,-0.2,-4,0.1
Cc1ccccc1-n1c(O)c(/C=N/NC(=O)c2ccccc2O)c(=O)[nH]c1=S,0.9,-0.15,-11,nt,-46,0,0.4,-15,1.4
Cn1nnc(CC[N+](C)(C)C)n1,0.2,-0.044,14,nt,-8,-7,0.5,-9,1.8
CCC(=NCCCn1ccnc1)c1c(O)n(Cc2ccccc2)c(=O)[nH]c1=O,2.9,nt,31,-45,-12,0,-0.2,-6,0.1
CCCCCCC(N)CC(=O)O (configuration not stated),-0.6,0.48,-45,0,-17,-14[fluorescence artefact?],0.5,7,0.3
NS(=O)(=O)c1ccc(N=Nc2c(O)[nH]c(=S)[nH]c2=O)cc1,-1.4,nt,12,14,-3,-4,-0.3,-19,0.8
C=CCN1CC[C@@]2(C)c3cc(O)ccc3CC1[C@@H]2C,1.5,-0.52,-21,3,0,-18,-0.8,-17,nt
CC1(C)CN=C(Nc2ccccc2C(F)(F)F)S1,-0.7,-0.11,-34,2,nt,-4[fluorescence artefact?],0.5,-8,0.0
CN1C(=O)/C(=C\c2ccc(N3CCCCCC3)cc2)C(=O)NC1=S,-5.7,0.92,2,-20,1,1,0.1,-16,0.4
COC(=O)C(O)(c1ccc(NC(=O)c2ccccc2)cc1)C(F)(F)F (configuration not stated),0.8,-0.62,2,-2,-8,3,0.4,-11,-1.2
O=C1NC(=O)C(=Cc2ccc(-c3cc(Cl)ccc3[N+](=O)[O-])o2)C(=O)N1,-1.4,0.16,-90,-41,-10,11,4.2,6,0.8
Clc1ccccc1C1NCc2ccccc2-n2cccc21 (configuration not stated),0.5,-0.018,13,nt,-21,1,0.6,-3,0.0
Cc1ccnc(-n2c(C)cc(C=C3C(=O)N(C)C(=S)N(C)C3=O)c2C)c1,-2.6,nt,-85,8,6,5,0.2,-14,0.3
O=C1CN=C(c2ccccc2)c2oc3ccc(Br)cc3c2N1,-1.1,nt,18,-5,-7,-6,-0.1,-3,-0.4
CC12CN3CC(C)(CN(C1)C3c1cccs1)C2 (configuration not stated),1.7,0.085,-8,-7,-14,-2[fluorescence artefact?],0.0,-9,-0.6
CCCCn1c(O)c(C(C)=NCCc2c[nH]c3ccccc23)c(=O)[nH]c1=O,-6.1,-0.32,17,nt,-4,1,0.7,10,-0.8
CCc1ccccc1NC(=O)CNC1CCCCC1,2.2,-0.89,0,-5,-15,4,-0.6,-28,1.8
O=C(c1ccc2nc3ccc(Cl)cc3c(=O)n2c1)N1CCC2(CC1)OCCO2,-1.9,-1.1,nt,nt,nt,nt,-0.4,nt,-1.5
CC(C)CCC1(CCc2ccncc2)C(=O)NC(=O)NC1=O,-1.0,0.51,-7,2,4,-6[fluorescence artefact?],0.5,-14,-0.1
CN1CCN(c2c(N)c(=O)oc3ccccc23)CC1,0.8,-0.33,-40,0,-7,4,0.6,-4,-0.7
Cc1ccc(S(=O)(=O)N2CCC(C(=O)N3CCC4(CC3)OCCO4)CC2)cc1,-0.8,-0.057,-5,-6,-10,-5[fluorescence artefact?],0.1,-11,0.9
Fc1ccc2c(c1)nnn2C1CCN(Cc2ccccc2)CC1,0.5,-2,19,-4,-23,0,-0.3,-14,-0.4
Cc1ccsc1C(=O)C1CCCN(Cc2cnc(N(C)C)s2)C1 (configuration not stated),1.0,-0.22,-21,3,9,-4,1.7,0,0.4
Nc1ccc2nonc2c1[N+](=O)[O-],0.3,i,-16,-245,-19,0,1.0,194*,-0.9
CN1CCCCC1c1ccc(-c2cccnc2)nc1 (configuration not stated),1.4,0.076,3,6,-1,2,1.1,-8,1.2
CCOC(=O)CNC(=O)CSP(=S)(OCC)OCC,-1.7,-0.027,-14,-11,-12,0,0.1,2,1.1
COP(=O)(OC)C(NS(=O)(=O)c1ccccc1)C(Cl)(Cl)Cl (configuration not stated),0.4,-0.34,-41,3,5,-4,8.4,-5,0.8
COc1cc(CN2C(=O)NC(=O)C3(Cc4cc(C)ccc4N(C)C3)C2=O)cc(OC)c1 (configuration not stated),0.4,-1.1,-17,-3,-5,3,1.2,-5,0.3
O=C1NC(=S)N(c2ccc(Br)cc2)C(=O)/C1=C/N1CCN(C(=O)c2ccco2)CC1,-1.3,0.33,-11,-39,-26,7,2.0,-30,1.1
O=C1NC(=O)N(c2cccc(Br)c2)C(=O)/C1=C/c1ccsc1,0.3,-1.2,-21,-25,-9,4,3.1,-30,2.0
Nc1cc(N2CCNCC2)ccc1[N+](=O)[O-],4.2,-0.55,16,-8,-19,0,2.5,-11,0.4
Cc1cc(C(=O)O)c(C)n1C1CC1,0.6,-0.09,5,19,nt,-8,0.3,-4,-0.4
Cn1cnc([N+](=O)[O-])c1Sc1ccc([N+](=O)[O-])cc1,-4.1,0.72,6,1,-36,1,-0.5,-31,0.6
COP(=S)(OC)SCN1C(=O)c2ccccc2C1=O,-2.3,0.9,4,0,-12,-2,-0.2,-8,-0.2
COc1ccc(N2C(=O)CC(=O)NC2=O)cc1,-1.3,nt,-72,-5,-9,-12[fluorescence artefact?],-0.6,-15,1.1
O=C(Cn1cc(C(=O)c2ccccc2F)c2ccccc21)NC1CC1,-0.2,-0.81,11,2,-2,4,-0.1,-6,0.7
CC(=O)c1ccc(-c2ccccc2)cc1,0.4,0,20,0,-8,-1,0.1,-4,0.8
Cc1cccc(NC2=NCCCS2)c1,2.1,0.17,-11,-8,-10,4,1.0,-10,-0.2
O=C(CCl)NCC1CCCO1 (configuration not stated),1.0,0.13,-15,-8,-25,-1,4.7,-5,-0.1
Cc1ccc(N2C(=O)NC(=O)/C(=C/c3cnn(-c4ccc(C)cc4)c3)C2=O)cc1,0.1,-0.097,-21,-2,-6,-2,0.2,-29,0.8
COc1cc(/C=C2\C(=O)NC(=O)N(c3ccccc3)C2=O)cc(OC)c1OC,-1.5,-0.25,-7,12,-7,-6,0.0,-24,0.9
CC(=NCC1CCCO1)c1c(O)n(-c2ccc(C)cc2)c(=O)[nH]c1=O (configuration not stated),0.3,0.29,-10,3,-22,4[fluorescence artefact?],0.0,-6,-1.3
Cc1cccc(CN2CCCC(C(=O)c3ccc(C(F)(F)F)cc3)C2)n1 (configuration not stated),-0.1,-1.1,-8,-4,-6,-3,0.4,-6,-0.1
CN(C)c1ccc(C(=O)N/N=C/C23CC[C@@H](O)CC2(O)CC[C@@H]2[C@@H]3CCC3(C)C(C4=CC(=O)OC4)CCC23O)cc1 (some centres not stated),-20,-0.55,-14,nt,-21,-8,-0.6,-4,-0.2
Cc1cccc(N2C(=O)NC(=O)/C(=C\c3cnc(-c4ccccc4)nc3)C2=O)c1,0.8,0.59,-3,2,-7,11[fluorescence artefact?],-0.2,7,1.2
CCCOC(=O)COc1cc(C)cc2oc(=O)c3c(c12)CCC3,-4.5,nt,-55,-1,8,4,-0.1,-10,-0.8
CCCCn1c(C)c(C(=O)OCC)c2c(CN3CCOCC3)c(O)ccc21,4.3,nt,-32,1,-16,-11[fluorescence artefact?],-0.7,3,-1.8
CCn1c(C(=O)N2CCC(C(=O)N3CCC4(CC3)OCCO4)CC2)cc2sccc21,-3.6,0.5,-6,-6,-2,2,-0.2,-13,-0.8
O=C(Cc1ccccc1)N1CCN(CC2CC3C=CC2C3)CC1 (configuration not stated),-0.3,0.023,-15,-1,5,5,-0.1,-8,-0.1
Cc1cccc(N2C(=O)NC(=O)/C(=C\C=C\c3ccco3)C2=O)c1,-27,-1.7,-15,-1,16,0,-0.9,-177,-0.3
CC(=NCCC1=CCCCC1)c1c(O)n(C)c(=O)n(C)c1=O,-1.0,0.67,39,-4,-15,-3,0.4,2,1.3

# Structures shown so far containing a CF3 group, in the order listed:
SMILES,TNF necrop inh,Cl transport mod,Calpain2 inh,Rad51 HR inh,Mdm2 ligase inh,eIF4E 4G PPI,L929 necroptosis,EBV gp42 inh,PERK inhibitor
CC1(C)CN=C(Nc2ccccc2C(F)(F)F)S1,-0.7,-0.11,-34,2,nt,-4[fluorescence artefact?],0.5,-8,0.0
COC(=O)C(O)(c1ccc(NC(=O)c2ccccc2)cc1)C(F)(F)F (configuration not stated),0.8,-0.62,2,-2,-8,3,0.4,-11,-1.2
Cc1cccc(CN2CCCC(C(=O)c3ccc(C(F)(F)F)cc3)C2)n1 (configuration not stated),-0.1,-1.1,-8,-4,-6,-3,0.4,-6,-0.1

# Continued.
SMILES,TNF necrop inh,Cl transport mod,Calpain2 inh,Rad51 HR inh,Mdm2 ligase inh,eIF4E 4G PPI,L929 necroptosis,EBV gp42 inh,PERK inhibitor
O=C(C(=O)N1CCC2(CC1)OCCO2)c1c[nH]c2ccccc12,-0.1,-0.91,-16,4,-12,1,1.9,-8,1.1
O=P(Nc1ccccc1)(Nc1ccccc1)Oc1cccc(Cl)c1,-9.7,-0.36,28,-2,-5,-1,-0.1,-15,-0.3
N#Cc1c(Cl)nc(Cl)c2c1CCN(Cc1ccccc1)C2,-1.8,-1.5,-287,-6,-10,3,-1.0,3,0.5
O=c1[nH]c(=O)n(-c2ccccc2F)c(O)c1C=NCCC1=CCCCC1,0.3,0.16,-57,-5,4,-4,-1.3,-16,-1.0
CC(=O)Nc1ccc(OC(=O)c2ccccc2N)cc1,-0.5,-0.002,-110,11,-19,2,0.0,-26,0.6
